PfHsp40 yeast – rescue of yeast from PfHsp40 toxicity, primary screen, S. cerevisiae, ATP luminescence; hit rate 0.68% among 340,000; AID 504582, 2011; growth rescue, % at 12.5 µM; S. cerevisiae expressing PfHsp40, growth rescue; in the data active means growth rescue above about 28%, passing the limit was not always enough; inconclusive means no clear call, values can overlap the other calls;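 further: yeast W303a lacking pdr1 and pdr3 grown in galactose medium; growth measured after three days at 30 °C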
BoNT A protease – BoNT/A light chain protease inhibitors, primary screen, biochemical, flow cytometry, MLPCN library | Botulinum neurotoxin type A light chain protease (Clostridium botulinum A str. ATCC 3502) | inhibition, % at 10 µM | multiplex microsphere protease substrate cleavage | hit rate 0.17% among 360,000 | AID 588499, 2011; further: plate controls were buffer without enzyme for full effect and enzyme alone for no effect
Anthrax LF inh2 – Bacillus anthracis LF protease inhibitors, primary screen, biochemical, multiplex microsphere, MLPCN library; multiplex microsphere protease cleavage assay; inhibition, % at 10 µM; hit rate 0.12% among 360,000; AID 588501, 2011; further: plate controls were buffer without enzyme for full effect and enzyme alone for no effect
BoNT-F LC inh – BoNT/F light chain protease inhibitors, primary screen, biochemical, flow cytometry, MLPCN library | inhibition, % at 10 µM | Multiplex microsphere protease cleavage assay | Botulinum neurotoxin type F light chain protease (Clostridium botulinum) | hit rate 0.22% among 360,000; in the data active means inhibition above about 35%, passing the limit was not always enough; inconclusive means no clear call, values can overlap the other calls; further: plate controls were buffer without enzyme for full effect and enzyme alone for no effect
CCHFV vOTU inh – CCHFV vOTU protease inhibitors, primary screen, biochemical, Pep-AMC substrate, fluorescence | Crimean-Congo hemorrhagic fever virus L polyprotein viral ovarian tumor (vOTU) protease … | inhibition, % at 11.5 µM | hit rate 0.55% among 370,000; in the data active means inhibition above about 30%; further: 0% = vehicle wells with enzyme and 100% = no enzyme wells
PrPC surface inh – inhibitors of human cell surface prion protein PrPC, primary screen, cell-based, TR-FRET; hit rate 0.43% among 370,000; inhibition, % at 13.8 µM; TR-FRET read-out; AID 720596, 2013; in the data active means inhibition above about 24%; further: 0% = median of the test wells and 100% = reference compound wells
TcdB inh – TcdB glycohydrolase inhibitors, primary screen, biochemical, single point, plate reader. Toxin B (Clostridioides difficile), P18177. inhibition, % at 9.99 µM. hit rate 0.24% among 350,000. TcdB glycohydrolase enzymatic assay. AID 652162, 2013; in the data active means inhibition above about 10%
Target sequence (P18177 whole entry, looked up): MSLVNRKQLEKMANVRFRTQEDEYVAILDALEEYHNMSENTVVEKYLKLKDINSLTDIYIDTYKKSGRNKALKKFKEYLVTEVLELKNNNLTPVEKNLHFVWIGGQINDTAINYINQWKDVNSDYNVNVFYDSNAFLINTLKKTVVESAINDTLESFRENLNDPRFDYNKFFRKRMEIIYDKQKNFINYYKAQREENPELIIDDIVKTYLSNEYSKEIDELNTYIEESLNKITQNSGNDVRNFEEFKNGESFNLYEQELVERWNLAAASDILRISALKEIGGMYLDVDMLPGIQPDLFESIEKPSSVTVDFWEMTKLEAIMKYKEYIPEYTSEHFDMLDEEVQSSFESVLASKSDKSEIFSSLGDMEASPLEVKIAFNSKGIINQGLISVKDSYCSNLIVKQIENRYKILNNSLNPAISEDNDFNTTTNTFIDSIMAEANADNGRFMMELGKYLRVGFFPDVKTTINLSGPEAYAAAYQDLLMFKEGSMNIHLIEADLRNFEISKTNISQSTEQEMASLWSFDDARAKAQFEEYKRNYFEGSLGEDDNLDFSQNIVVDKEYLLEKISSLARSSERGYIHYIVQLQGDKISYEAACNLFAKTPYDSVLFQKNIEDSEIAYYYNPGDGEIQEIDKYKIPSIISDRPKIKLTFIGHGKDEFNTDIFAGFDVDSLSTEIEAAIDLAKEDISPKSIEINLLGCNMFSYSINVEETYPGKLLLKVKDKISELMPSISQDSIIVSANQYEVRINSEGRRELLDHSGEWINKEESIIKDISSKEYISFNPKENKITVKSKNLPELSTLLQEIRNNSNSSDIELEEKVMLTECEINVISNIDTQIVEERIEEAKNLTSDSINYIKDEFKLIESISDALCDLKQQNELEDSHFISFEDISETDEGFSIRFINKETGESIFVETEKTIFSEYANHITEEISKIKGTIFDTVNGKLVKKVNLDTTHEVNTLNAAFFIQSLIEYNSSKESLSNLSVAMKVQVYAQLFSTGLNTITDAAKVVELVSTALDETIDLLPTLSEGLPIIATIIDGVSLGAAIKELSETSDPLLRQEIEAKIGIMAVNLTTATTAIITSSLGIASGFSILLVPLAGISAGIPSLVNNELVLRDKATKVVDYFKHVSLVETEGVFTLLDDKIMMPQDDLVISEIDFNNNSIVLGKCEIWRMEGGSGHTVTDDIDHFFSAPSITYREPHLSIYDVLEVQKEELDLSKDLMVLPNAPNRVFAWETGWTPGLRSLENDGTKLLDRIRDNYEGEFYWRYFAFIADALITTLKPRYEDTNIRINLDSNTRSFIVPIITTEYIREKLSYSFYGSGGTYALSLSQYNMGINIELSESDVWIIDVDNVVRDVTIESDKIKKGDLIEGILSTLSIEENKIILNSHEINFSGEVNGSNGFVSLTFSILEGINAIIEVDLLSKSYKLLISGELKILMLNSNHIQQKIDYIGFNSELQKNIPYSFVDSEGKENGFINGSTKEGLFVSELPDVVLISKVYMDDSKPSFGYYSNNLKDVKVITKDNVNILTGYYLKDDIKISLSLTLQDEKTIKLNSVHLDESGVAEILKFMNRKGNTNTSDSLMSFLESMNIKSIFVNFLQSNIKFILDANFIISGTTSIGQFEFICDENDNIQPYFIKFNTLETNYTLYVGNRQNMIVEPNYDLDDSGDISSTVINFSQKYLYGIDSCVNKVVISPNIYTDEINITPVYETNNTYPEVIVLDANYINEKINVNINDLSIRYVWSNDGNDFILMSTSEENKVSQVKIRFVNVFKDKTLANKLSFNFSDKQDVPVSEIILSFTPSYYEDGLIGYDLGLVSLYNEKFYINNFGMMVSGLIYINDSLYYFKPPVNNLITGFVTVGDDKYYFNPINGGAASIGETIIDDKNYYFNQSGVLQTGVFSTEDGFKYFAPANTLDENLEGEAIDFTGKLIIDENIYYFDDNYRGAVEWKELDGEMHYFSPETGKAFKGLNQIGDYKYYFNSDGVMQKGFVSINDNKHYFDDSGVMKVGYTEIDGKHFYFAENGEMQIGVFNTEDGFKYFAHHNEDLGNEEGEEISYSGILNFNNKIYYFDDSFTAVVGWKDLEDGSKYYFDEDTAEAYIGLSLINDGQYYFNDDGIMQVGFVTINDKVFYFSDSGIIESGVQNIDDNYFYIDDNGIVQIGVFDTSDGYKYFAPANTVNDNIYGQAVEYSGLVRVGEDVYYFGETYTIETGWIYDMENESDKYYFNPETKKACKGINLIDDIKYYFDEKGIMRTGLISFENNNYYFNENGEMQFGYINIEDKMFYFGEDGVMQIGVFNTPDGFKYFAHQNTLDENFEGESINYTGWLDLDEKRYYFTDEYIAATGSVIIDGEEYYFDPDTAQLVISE
Yp Topo-I inh – Yersinia pestis topoisomerase I inhibitors, primary screen, biochemical, cleavage product accumulation, plate reader, single point; DNA topoisomerase I (Yersinia pestis CO92); Y. pestis Topo-I cleavage product accumulation; activity, % at 10 µM; hit rate 0.064% among 360,000; AID 504884, 2011; in the data active means activity above about 50%, passing the limit was not always enough; inconclusive means no clear call, values can overlap the other calls; further: inactives centre near 2
FadD28 binding – inhibitors of FadD28 bisubstrate probe binding, primary screen, biochemical, fluorescence polarization, single point; hit rate 0.22% among 360,000; AID 588549, 2011; Mycobacterium tuberculosis FadD28 fatty-acid-AMP ligase; inhibition, % at 12.5 µM; in the data active means inhibition above about 8.5%, passing the limit was not always enough; inconclusive means no clear call, values can overlap the other calls
* = called active by the depositor; ? = inconclusive; . = no result given. Unless noted, no stated cut-off is given here; in the data, active means inhibition above about 30%; inconclusive means no clear call, values can overlap the other calls; inactive means below that. An unsorted share of the library; about 2.3% have a hit in one of these screens.

Below each compound – PfHsp40 yeast	BoNT A protease	Anthrax LF inh2	BoNT-F LC inh	CCHFV vOTU inh	PrPC surface inh	TcdB inh	Yp Topo-I inh	FadD28 binding
> CCCN(CCC)C(=O)c1ccc2c(=O)n(Cc3ccco3)c(=S)[nH]c2c1
  -0.7	-1.0	3.5	-1.4	16.4	1.3	0.9	7.6	-3.9
> CC(=O)c1ccc(N(C(=O)c2csnn2)C(C(=O)NC(C)(C)C)c2cccs2)cc1 (stereo not given)
  0.6	0.7	-9.8	-3.1	-2.5	-5.0	0.6	-1.8	-0.8
> NC(=O)c1c(NC(=O)c2cc3ccccc3o2)sc2c1CCC2
  -0.2	0.5	0.2	7.6	2.7	-5.0	.	1.2	-5.8
> C=CCNC(=S)NNC(=O)c1ccc(OC(C)C)cc1
  -0.2	-1.1	-8.6	-11.5	-4.1	6.7	.	-1.8	1.2
> O=C(O)CC(NC(=O)C1CCCCC1)c1cc([N+](=O)[O-])ccc1Cl (stereo not given)
  -1.3	-0.5	-0.9	0.9	-3.5	-5.8	0.3	-0.1	-3.3
> CS(=O)(=O)N(CCc1ccccc1)CC(=O)Nc1ccc(OCc2ccccc2)cc1
  0.6	-0.7	-5.8	-9.9	6.3	2.4	.	9.5	-0.7
> Cc1cc(NC(=O)Cn2nc(C(F)(F)F)c3c2CCC3)n(-c2ccccc2)n1
  -1.3	?	?	1.9	3.7	-1.4	.	10.8	-1.5
> O=C(C1CCCN(S(=O)(=O)c2ccccc2)C1)N1CCCc2ccccc21 (stereo not given)
  -0.5	-0.2	-2.4	4.8	3.0	10.9	.	-2.7	0.4
> CCCCn1c(N)c(N(CCC(C)C)C(=O)c2cccc(N3C(=O)c4ccccc4C3=O)c2)c(=O)[nH]c1=O
  1.0	-34.8	-6.3	-51.8	14.9	2.8	-0.6	3.9	-3.1
> O=C(COC(=O)c1sc2ccccc2c1Cl)Nc1ncc(Cl)cc1Cl
  -1.8	0.6	0.2	2.2	3.4	-0.1	1.2	4.8	-2.3
> Cc1cc(Cl)ccc1OCc1n[nH]c(=S)n1C1CCCCC1
  80.0*	-1.3	0.5	-19.9	16.6	2.4	.	11.1	-6.4
> CC(C)=C1C2CCC1C1C(=O)N(CCc3ccccc3)C(=O)C21 (stereo not given)
  1.2	-0.1	2.0	-2.3	-9.4	-7.4	.	4.0	-1.8
> Cc1cc(C)n(CC(O)COc2ccc(Cl)cc2Cl)n1 (stereo not given)
  0.7	2.1	6.4	?	-1.7	-4.4	2.7	12.5	-2.7
> COc1ccc(C2NC(=O)CS2)cc1OC (stereo not given)
  0.6	0.0	-2.0	4.9	1.6	-3.6	.	3.9	-1.4
> CCOC(=O)CSc1cc(CS(C)(=O)=O)nc(-c2ccccn2)n1
  -0.3	0.4	4.9	10.7	-9.7	-1.6	1.3	-8.6	-2.8
> Cc1ccc(Nc2nc(Nc3ccc(C)cc3)nc(SC3=NCCS3)n2)cc1
  -0.5	-0.8	-1.2	1.3	12.8	7.6	.	1.8	-2.0
> CN(O)/C=C1\C(=O)Nc2ccccc21
  1.7	0.4	8.1	-1.1	-14.1	-2.5	.	-2.2	-1.5
> O=C(Nc1cccc(Br)c1)c1ccc2nc(N3C(=O)CCC3=O)sc2c1
  -0.9	0.2	-6.5	-7.9	1.9	1.4	.	-7.3	-3.8
> CCCC1(c2ccccc2)NC(=O)N(CC(=O)Nc2cc(C)ccc2OC)C1=O (stereo not given)
  -0.5	0.1	-2.2	1.0	13.6	-0.5	0.5	0.8	-3.0
> C=CCNC(=O)c1ccc(-c2nc(-c3ccc(Cl)c(Cl)c3)cs2)cc1
  0.3	?	-3.7	-3.1	-8.8	-0.1	.	2.5	0.7
> COC(=O)c1ccccc1NC(=O)c1cnn2c(C(F)F)cc(C3CC3)nc12
  1.2	0.5	0.0	-1.6	-3.6	0.0	.	24.5	-2.9
> CCN(CC)c1ccc2c(c1)OC(N)=C(C#N)C2c1cccnc1 (stereo not given)
  -0.6	1.9	0.1	9.8	8.4	-9.6	-3.2	19.6	-0.3
> Cc1cccc(C(O)c2ncc(-c3cccc(C(F)(F)F)c3)[nH]2)c1C (stereo not given)
  .	-0.4	-2.3	3.6	43.8*	8.7	-3.4	-2.3	-0.1
> O=C(c1cc(Cl)cc(Cl)c1)N1CCC2CC1c1cc(-c3ccc4c(c3)OCO4)ccc12 (stereo not given)
  -1.4	-0.2	-2.7	0.4	5.5	-7.6	0.5	18.5	-4.7
> COc1ccc(OCC(=O)C2CC2)c(C#N)c1
  -1.6	0.3	4.9	-15.2	3.2	-3.5	0.0	8.5	-2.4
> Cc1cc(C)cc(Oc2nc3ccccn3c(=O)c2/C=C(\C#N)C(=O)NC2CCS(=O)(=O)C2)c1 (stereo not given)
  0.3	.	.	.	-42.4	2.6	1.6	6.2	-1.6
> CCC(C)S(=O)(=O)c1snnc1C (stereo not given)
  0.0	0.2	-5.1	0.5	-2.9	-5.9	.	1.9	0.1
> Cc1c(Cl)cccc1-n1ccnc1SCC(=O)O
  0.5	0.2	0.2	22.2	-7.9	1.0	.	-3.9	-2.2
> CCCCC(=O)NC(=S)Nc1cc(C(=O)O)ccc1OC
  0.3	-1.3	-1.0	-10.2	4.9	5.5	1.1	-7.3	-1.1
> O=c1c2ccccc2nc(-c2ccc(Br)cc2)n1Cc1ccccc1
  3.6	1.4	-1.3	10.0	-3.0	-10.2	2.7	33.4	-1.4

Part of the list above, set out differently:
> Cc1cccc(C(O)c2ncc(-c3cccc(C(F)(F)F)c3)[nH]2)c1C (stereo not given)
- PfHsp40 yeast: .
- BoNT A protease: -0.4
- Anthrax LF inh2: -2.3
- BoNT-F LC inh: 3.6
- CCHFV vOTU inh: 43.8*
- PrPC surface inh: 8.7
- TcdB inh: -3.4
- Yp Topo-I inh: -2.3
- FadD28 binding: -0.1

> O=C(c1cc(Cl)cc(Cl)c1)N1CCC2CC1c1cc(-c3ccc4c(c3)OCO4)ccc12 (stereo not given)
- PfHsp40 yeast: -1.4
- BoNT A protease: -0.2
- Anthrax LF inh2: -2.7
- BoNT-F LC inh: 0.4
- CCHFV vOTU inh: 5.5
- PrPC surface inh: -7.6
- TcdB inh: 0.5
- Yp Topo-I inh: 18.5
- FadD28 binding: -4.7

> COc1ccc(OCC(=O)C2CC2)c(C#N)c1
- PfHsp40 yeast: -1.6
- BoNT A protease: 0.3
- Anthrax LF inh2: 4.9
- BoNT-F LC inh: -15.2
- CCHFV vOTU inh: 3.2
- PrPC surface inh: -3.5
- TcdB inh: 0.0
- Yp Topo-I inh: 8.5
- FadD28 binding: -2.4

> Cc1cc(C)cc(Oc2nc3ccccn3c(=O)c2/C=C(\C#N)C(=O)NC2CCS(=O)(=O)C2)c1 (stereo not given)
- PfHsp40 yeast: 0.3
- BoNT A protease: .
- Anthrax LF inh2: .
- BoNT-F LC inh: .
- CCHFV vOTU inh: -42.4
- PrPC surface inh: 2.6
- TcdB inh: 1.6
- Yp Topo-I inh: 6.2
- FadD28 binding: -1.6

Later entries:
Below each compound – PfHsp40 yeast	BoNT A protease	Anthrax LF inh2	BoNT-F LC inh	CCHFV vOTU inh	PrPC surface inh	TcdB inh	Yp Topo-I inh	FadD28 binding
> Cc1ccc(-c2ccnc(-c3ccc(O)cc3)n2)cc1
  .	-0.4	-1.5	0.0	1.8	3.2	-2.1	1.9	-4.8
> CC(C)C(O)(C(=O)OCC1=CCN2CCC(O)C12)C(C)O (stereo not given)
  .	-0.8	-6.5	-5.5	-3.0	4.5	2.0	-4.6	0.1
> CSc1ncc(C(C)=O)c(C)n1
  -1.3	-0.3	0.3	-0.7	-10.7	-17.7	0.1	-6.8	-2.9
> CC(C)CCn1c(CN2CC(C)OC(C)C2)nc2c1c(=O)n(C)c(=O)n2C (stereo not given)
  -0.6	-3.3	-10.8	-70.2	-7.8	5.5	0.7	-4.0	-4.4
> O=C(CSc1nc2ccccc2o1)Nc1nncs1
  -0.5	-0.3	-5.6	7.6	8.5	3.1	.	-2.2	-2.7
> COc1ccc(C(c2c(NC(=O)c3ccco3)sc(C)c2C)N2CCOCC2)cc1OC (stereo not given)
  0.0	-2.0	2.5	?	2.3	7.4	-0.7	24.1	-0.3
> Cn1c(CNC(=O)c2ccco2)nnc1SCC(=O)Nc1cccc(Br)c1
  -0.2	.	.	.	-6.0	5.4	.	0.1	0.2
> C=CCNC(=O)CSc1nc2ccccc2c(=O)n1CCc1ccc(OC)c(OC)c1
  -0.7	-2.8	3.3	8.7	14.7	6.2	0.2	14.3	-1.0
> Cc1nc(-c2ccc(S(=O)(=O)N3CCOCC3)cc2)cs1
  -1.7	2.2	0.1	-2.6	-3.2	1.9	1.6	5.5	-1.9
> COc1cc(CNn2cnnc2)ccc1OCC(=O)NC(C)(C)C
  0.3	0.4	-2.1	-13.2	-7.9	-4.7	.	-12.1	-0.1
> CCOC(=O)C(=O)NCC(c1cccs1)S(=O)(=O)c1ccc(Cl)cc1 (stereo not given)
  0.4	0.5	3.6	8.8	1.2	-1.7	2.0	-2.6	-1.8
> O=C(c1ccccc1)c1cc(Cl)ccc1N1C(=O)C=CC1=O
  -8.2	0.0	5.8	1.4	11.7	5.6	1.4	14.3	-3.8
> O=C(NC1CC1)C1=C[C@H](c2csc3ccccc23)C[C@H](OCCCCO)O1
  0.1	-0.5	-0.1	-7.1	-4.1	-2.4	-0.1	18.6	0.3
> CCOC(=O)CC(=O)Nc1cc2ccc(OC)c(OC)c2cc1C(=O)OCC
  .	-0.2	-3.9	2.9	-1.2	-5.4	3.3	-3.8	-3.4
> CC(C)CCC1=NN(C(=O)c2ccco2)C(O)(C(F)(F)F)C1 (stereo not given)
  -0.6	-1.3	-5.2	-5.6	17.3	-6.1	0.4	3.5	-4.0
> COc1ccc(-c2noc(-c3ccccc3-c3ccccc3)n2)cc1OC
  0.6	0.2	1.5	-3.3	5.4	5.0	.	6.6	0.7
> CC(C)(C)c1ccc(S(=O)(=O)N2CCN(C(=O)c3ccc4c(c3)C(=O)N(Cc3ccncc3)C4=O)CC2)cc1
  .	3.8	-2.9	10.2	-2.6	-3.3	-1.9	-0.5	-1.5
> CC(C)(C)C(=O)Cn1ncc(N2CCCC2)c(Br)c1=O
  0.1	-0.7	3.9	-15.9	16.4	-6.4	.	-0.5	-4.1
> O=C(O)C1CCCCC1C(=O)NCCCN1CCCC1=O (stereo not given)
  -0.3	-2.7	-0.3	48.0*	-4.9	2.9	1.2	2.2	-0.3
> CC(NC(=O)CSc1nc(C2CC2)n(-c2ccccc2)n1)c1ccco1 (stereo not given)
  0.8	.	.	.	5.9	-5.8	1.6	-4.6	-3.2
> Cc1sc(C(=O)NCc2cccnc2)c2nc(C)n(CC(=O)NCc3cccnc3)c(=O)c12
  0.1	-0.1	-8.0	-7.1	-16.4	5.1	.	1.3	-2.6
> C[C@H](CO)N1C[C@H](C)[C@@H](CN(C)S(=O)(=O)c2cccs2)Oc2ccc(NC(=O)Nc3ccc(C(F)(F)F)cc3)cc2C1=O
  4.3	-0.7	-3.1	8.0	8.3	-5.8	0.5	0.0	27.3*
> O=C(NC(CO)(CO)CO)c1coc(=O)c(Br)c1
  -0.4	-0.9	-2.1	-1.6	1.5	45.8*	.	8.8	1.0
> NC(=O)c1sc2nc(N3CCCCC3)c3c(c2c1N)CCCC3
  -2.1	0.1	3.5	-2.6	-2.0	-5.4	.	3.3	-0.5
> CC1CC2CC(=O)CCC2(C)C2CCC3(C)C(O)CCC3C12 (stereo not given)
  .	-0.2	-1.7	-7.4	0.4	-0.2	0.9	-2.8	-4.5
> Clc1ccc(OCC#CCN2CCCC2)cc1
  -0.4	0.2	-4.7	-0.9	-9.0	6.8	0.8	1.7	-1.1
> Cc1nnc(C)n1/N=C/c1ccccn1
  -1.1	-0.5	-5.8	-10.8	-2.2	-2.8	.	-3.1	-3.3
